FUS yeast rescue – FUS proteinopathy suppression in yeast | AID 1347120 | S. cerevisiae FUS-expressing, growth rescue, OD600, 24 h | Potency, µM (titrated, usually from 76.6 µM), without a hit: at the top dose growth rescue (activation), usual class: activators | 390,000 compounds, 0.24% hits;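 further: potency means the concentration at half of the fitted maximal effect; plate controls were DMSO vehicle for no effect and reference control for full effect; nearly all actives have a fitted effect of over 55% in size; some results filed as inactive show a strong effect at the top dose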
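Absorbance at 600 nm, taken 24hr after compound addition, measured rescue of FUS-yeast growth at 30C. Induction used 2% galactose with seeding at OD 0.005. Controls: CP55940 from 92uM final, DMSO only.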
EPAC1 agonist – EPAC1 (human) agonism. EPAC1 agonist qHTS, biochemical assay; response scale: 100% = response to 6.5 mM cAMP. Potency, µM (highest dose often 154 µM), for the others: at the highest dose activation, usual class: activators. 360,000 compounds, 0.073% hits. AID 720707; further: potency means the concentration at half of the fitted maximal effect; nearly all actives have a fitted effect of over 60% in size
Target sequence (O95398 whole entry, looked up): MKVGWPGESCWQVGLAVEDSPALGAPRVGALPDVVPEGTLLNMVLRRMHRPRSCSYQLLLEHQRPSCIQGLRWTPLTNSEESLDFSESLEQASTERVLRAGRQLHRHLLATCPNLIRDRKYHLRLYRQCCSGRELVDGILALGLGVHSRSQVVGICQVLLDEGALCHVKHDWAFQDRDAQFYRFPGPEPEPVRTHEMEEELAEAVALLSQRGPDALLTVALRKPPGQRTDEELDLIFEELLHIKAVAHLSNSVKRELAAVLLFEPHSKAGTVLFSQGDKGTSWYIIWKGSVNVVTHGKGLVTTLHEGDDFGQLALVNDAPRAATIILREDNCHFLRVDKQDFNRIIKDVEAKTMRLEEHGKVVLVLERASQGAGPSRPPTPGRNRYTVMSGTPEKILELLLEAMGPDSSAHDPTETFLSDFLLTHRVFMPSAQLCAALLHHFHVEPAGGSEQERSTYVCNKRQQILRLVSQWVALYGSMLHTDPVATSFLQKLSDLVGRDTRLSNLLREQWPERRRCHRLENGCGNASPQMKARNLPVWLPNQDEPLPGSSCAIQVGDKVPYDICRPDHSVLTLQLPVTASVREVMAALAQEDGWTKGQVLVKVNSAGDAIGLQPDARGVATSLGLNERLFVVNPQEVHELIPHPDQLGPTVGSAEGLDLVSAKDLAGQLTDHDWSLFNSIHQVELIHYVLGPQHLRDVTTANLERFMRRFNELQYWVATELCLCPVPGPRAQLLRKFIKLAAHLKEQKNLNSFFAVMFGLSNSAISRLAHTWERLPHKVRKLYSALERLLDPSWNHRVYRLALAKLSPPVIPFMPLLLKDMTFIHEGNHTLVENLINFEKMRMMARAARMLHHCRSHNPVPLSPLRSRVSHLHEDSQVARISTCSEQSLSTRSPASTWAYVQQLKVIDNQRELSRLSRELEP
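Read-out is the fluorescence drop as BODIPY-GDP leaves Rap1B (480 nm excitation, 540 nm emission), recorded every 5 minutes over 30 minutes. Reactions held 100 nM EPAC1, 250 nM Rap1B–BODIPY-GDP and 50 uM GDP, with 6.5 mM cAMP setting full activation.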
Abeta rescue – A-beta toxicity reversal in yeast | Potency, µM (titrated, usually from 46.1 µM), for inactives: at the highest dose growth rescue, most hits filed as activators | AID 1347071 | yeast expressing A-beta42, growth rescue, OD600, 48 h; response scale: 0% DMSO, 100% iron-clioquinol control | 410,000 compounds, 0.063% hits; further: potency means the concentration at half of the fitted maximal effect; nearly all actives have a fitted effect of over 55% in size
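Growth rescue measured by 600 nm absorbance after 48 h yeast culture at 30 C with compound. Values normalized between DMSO and an equimolar ferric chloride plus clioquinol control.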
EPAC1 antag – EPAC1 (human) antagonism. O95398. EPAC1 GEF assay, Rap1b-BODIPY-GDP exchange fluorescence. Potency, µM (series often up to 115 µM), for the others: top-dose activity change, negative = inhibition, hits mostly inhibitors. 360,000 compounds, 0.14% hits. AID 720709;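 further: potency means the concentration at half of the fitted maximal effect; plate controls were vehicle for no effect and positive control for full effect; nearly all actives have a fitted effect of over 50% in size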
PLK1 PBD inh – inhibitors of human PLK1 polo-box domain binding; P53350; Potency, µM, inactives show max response, negative = inhibition, most hits filed as inhibitors; 360,000 compounds, 2.8% hits; AID 720504; Plk1 PBD binding of FITC phosphopeptide, fluorescence polarization; further: potency means the concentration at half of the fitted maximal effect; series mostly up to about 57 µM; on the % scale 0 is the no-effect control and ±100 the full control effect; nearly all actives have a fitted effect of over 65% in size
WRN inhibitor – blocks human WRN helicase; Q14191; WRN helicase unwinding, fluorescent forked duplex, kinetic; Potency, µM (highest dose often 114 µM), inactives show at the top dose activity change, negative = inhibition, hits mostly inhibitors; 360,000 compounds, 0.46% hits; AID 651768; further: potency means the concentration at half of the fitted maximal effect; on the % scale 0 is the no-effect control and ±100 the full control effect; nearly all actives have a fitted effect of over 55% in size
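Enzyme (20 nM final) and test compound sit together 15 min at room temperature before substrate addition. Substrate is a single-forked duplex oligonucleotide (100 nM) labelled with fluorophore and quencher, with 2 mM ATP; helicase unwinding raises red fluorescence, read kinetically.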
IL-2 act – IL-2 activation. IL-2 activation reporter assay, cell-based qHTS; stimulated with anti-CD3/CD4/CD28 beads; in transgenic mouse T cells. activation, % (series mostly up to about 46 µM). 360,000 compounds, 0.065% hits. AID 652025; in the data active means activation above about 50%; inconclusive means mostly about 30% to 49%; further: 0% is about no effect
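Quantitative HTS in unstimulated transgenic mouse T cells, with memory T cells as non-tolerant control and PMA/ionomycin as tolerance-bypass control. Compound pretreatment lasted 60 minutes before 18 h bead stimulation; EGFP/DsRed fluorescence read.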
aSyn rescue – alpha-synuclein toxicity inhibition in yeast; Yeast expressing alpha-synuclein, growth rescue, BacTiter-Glo, 24 h; Potency, µM (top dose mostly 46.1 µM), for the others: top-dose growth rescue (activation), actives largely listed as activators; 370,000 compounds, 0.14% hits; AID 652106; further: potency means the concentration at half of the fitted maximal effect; % of control where 0% means no effect; nearly all actives have a fitted effect of over 65% in size
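Rescue of yeast growth: cells expressing toxic alpha-synuclein, induced in galactose at OD600 0.02, incubated with compound 24 h at 30 C. ATP luminescence quantified growth; inhibitors of toxicity appear as activators.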
PI5P4K alpha inh – inhibitors of human PI5P4K alpha; P48426; PI5P4Kalpha enzyme, ADP-Glo luminescence, 60 min; hits give low values; max response, %; 330,000 compounds, 1.2% hits; active means max response of -50% or lower; inconclusive means between -30% and -50%; inactive means -30% or higher; further: value at the top dose of about 77 µM; on the % scale 0 is the no-effect control and ±100 the full control effect
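Luminescence from ADP-Glo served as readout of PI5P4Kalpha activity in a qHTS format. Reaction: enzyme, substrate, compound, ATP at 5 microM final, 60 min at RT.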
Starred values were filed as active, the others as inactive; ? = inconclusive; · = no result given; & = joins results of further samples; [ ] = remark or other dose. Unless noted, the call rests on the fitted dose curve; in most records, active means well fitted curve in the direction sought with a large enough effect; inconclusive means small, poorly fitted or top-dose-only effect, or another doubt; inactive means no such curve, though single readings can be large; an effect the other way counts as inactive or inconclusive.

No.	molecule	FUS yeast rescue	EPAC1 agonist	Abeta rescue	EPAC1 antag	PLK1 PBD inh	WRN inhibitor	IL-2 act	aSyn rescue	PI5P4K alpha inh
1	COC(=O)c1cc(S(=O)(=O)N2CCN(c3ccc(F)cc3)CC2)cn1C	15%&-10%	3%	-9%	-4%	4%	-12%	-0.4	3%	8
2	CCCCCC(=O)Nc1ccc(S(=O)(=O)Nc2nccc(C)n2)cc1	2%	-1%	0%	4%	-5%	11%	0.3	-4%	0
3	CCCC1Cc2[nH]c(=O)c(C#N)cc2CO1 (stereo not given)	6%	10%	2%	8%	0%	-6%	3.8	-8%	-18
4	COc1ccc(S(=O)(=O)Cc2ccc(C(=O)N3CCN(c4cc(Cl)ccc4C)CC3)o2)cc1	?	-8%	-7%	-9%	-11%	-3%	-1.1	29%	6
5	CCOC(=O)Cn1c(=NC(=O)CSC(C)=O)sc2cc(F)ccc21	8%	-4%	6.3µM*	-5%	-7%	-2%	-0.5	-1%	-5
6	Cn1c(CCN2CCOCC2)nc2cc(NC(=O)COc3ccccc3)ccc21	20%	-1%	-3%	-22%	-8%	7%	-3.1	1%	-1
7	CC1=Nc2cc(C(=O)O)ccc2Sc2ccc(Br)cc21	-4%	-2%	4%	-3%	?	-8%[57.1 µM]	1.1	-8%	-16
8	N#CCCN(Cc1ccccc1)C(=S)Nc1ccccc1	·	-3%	6%	6%	?	-18%	-0.4	1%	0
9	CCN1CCN(Cc2c(O)ccc3c2O/C(=C\c2ccccc2)C3=O)CC1	42%	19%	-2%	28%	-14%	-11%	-2.5	0%	-7
10	O=C(NNC(=O)c1cc(-c2cccc(Br)c2)nc2ccccc12)c1csc(N2CCOCC2)n1	66%	-63%[inhibitor]	1%	1%	-11%	-20%	7.5	-3%	0
11	COc1ccccc1C(C)NC(=O)Cc1ccc(S(=O)(=O)N2CCOCC2)s1 (stereo not given)	7%	3%	-6%	6%	1%	-7%	-1.0	8%	-7
12	COCCCNC(=O)C1CC(=O)N(c2ccc(C)cc2)C1 (stereo not given)	3%	9%	-8%	-3%	-7%	9%	-0.9	-1%	·
13	Cc1nc(N)c(Br)c(C)c1Br	18%	-11%	-5%	-25%	-12%	5%	0.6	-3%	0
14	CCC(C(=O)NCc1ccco1)N(C(=O)CNS(=O)(=O)c1ccc(F)cc1)c1ccccc1F (stereo not given)	9%	-10%	-9%	-3%	0%	0%	-0.6	2%	12
15	COc1ccc(NC(=O)CSc2nnc(-c3ccc(C)cc3)n2N)cc1	24%	-2%	14%	9%	-2%	-9%	-0.5	-4%	·
16	COc1ccccc1NCc1ccc([N+](=O)[O-])s1	-19%	5%	-2%	-15%	-7%	-5%	-1.7	6%	-13
17	COc1ccc(-c2nc(-c3ccncc3)no2)cc1	-10%	8%	12%	6%	0%	-2%	0.6	2%	-2
18	CCc1cc2c(-c3ccccc3)cc(=O)oc2cc1OC(=O)c1cccs1	-38%	10%	15%	-5%	3%	-1%	0.0	0%	6
19	COC(=O)c1c(NC(=O)COc2ccc(Cl)cc2)sc2c1CC(C)(C)NC2(C)C	18%	7%	-20%	?	-14%	6%	-4.3	-2%	2
20	COc1ccc(CN(CC(=O)NCC2CCCO2)C(=O)CNS(=O)(=O)c2ccc(C)cc2)cc1 (stereo not given)	-3%	11%	11%	2%	-8%	9%	0.1	6%	3
21	CC1CN(C(=O)CCC(=O)N2CCCCC2)c2ccccc2O1 (stereo not given)	-29%	0%	-1%	-6%	-14%	-13%	-3.1	-7%	-4
22	COc1ccc(CC(=O)OCN2C(=O)c3ccccc3C2=O)cc1	-12%	-3%	19%	1%	-24%	-1%[57.1 µM]	-2.2	-8%	-3
23	O=C(NC1CCN(Cc2ccccc2)CC1)c1cccc(S(=O)(=O)Nc2ccc(F)cc2)c1	20%	-8%	-3%	-3%	0%	2%	-0.6	2%	5
24	CCCc1ccc2oc(C(=O)N3CCN(C4CCS(=O)(=O)C4)CC3)c(C)c2c1 (stereo not given)	5%	-5%	-3%	-2%	-13%	8%	0.8	1%	-5
25	CCCn1c(CCC(=O)O)nc2cc(S(N)(=O)=O)ccc21	-13%	1%	10%	-17%	-12%	4%	0.5	0%	-4
26	CCOC(=O)C1CCCN(Cc2cc(Br)c(OC)cc2OC)C1 (stereo not given)	8%	3%	-10%	14%	-3%	0%	-1.9	0%	·
27	CCOc1ccc2nc(NC(=O)c3ccc(OCC4CCCO4)cc3)sc2c1 (stereo not given)	18%	16%	-2%	-8%	1%	-35%[57.1 µM]	-5.8	6%	-7
28	COc1ccccc1Oc1ccc2c(c1)C(=O)N(c1cccc3ncccc13)C2=O	?	-3%	-14%	?	0%	?	-2.4	-1%	-11
29	CCCCn1c(N)c(N(CC(C)C)C(=O)C2CCCN(C(=O)c3ccc(Cl)cc3)C2)c(=O)[nH]c1=O (stereo not given)	7%	-7%	-7%	26%	-4%	0%	-5.0	-5%	2
30	COc1ccc(/C=C/C(=O)C2CC2)cc1COc1cccc(C)c1C	8%	-3%	8%	-3%	3%	-22%	-0.6	15%	-1
31	CCCCN(C)CCN1C(=O)C2C(C(=O)Nc3ccc(C)cc3)C3C=CC2(O3)C1C(=O)NC1CCCCC1 (stereo not given)	-7%	2%	-3%	4%	-3%	-7%	-0.4	1%	2
32	O=C(CN1C(=O)C2C3c4ccccc4C(c4ccccc43)C2C1=O)Nc1cccc(C(=O)O)c1 (stereo not given)	·	1%	29%	?	-7%	-8%	1.3	-2%	2
33	CCCCN1C[C@H](CSC)[C@@H](CC(=O)Nc2ccc(Br)cc2)C1=O	24%	-14%	-5%	-21%	-10%	4%	-2.6	?	-2
34	O=c1c2ccccc2ncn1-c1ccc2c(c1)OCCO2	10%	-4%	17%	0%	0%	-2%	-1.0	4%	·
35	COc1ccccc1-n1c(SCC(=O)Nc2ccccc2C)nc(O)cc1=O	?	-1%	2%	-2%	-11%	-13%[57.1 µM]	-2.7	5%	·
36	CS(=O)(=O)c1nc(S(=O)(=O)c2ccc(Cl)cc2)c(N2CCN(CCO)CC2)s1	10%	4%	-13%	2%	-7%	-10%	-2.7	-2%	-2
37	Cc1c(S(=O)(=O)N(C)C2CCCCC2)c(=O)n(C)c(=O)n1C	-8%	4%	-9%	4%	-3%	-9%	2.8	5%	-2
38	O=C(NCCN1CCOCC1)c1cc2sccc2n1Cc1ccc(F)cc1	25%	2%	15%	-18%	-8%	-21%	-1.6	2%	·
39	COc1cc2c(cc1O)C(SC)=NC(C)(C)C2	5%	0%	-2%	7%	-11%	0%	-0.2	-6%	1
40	O=C(NCc1cccnc1)c1ccc2nc([C@@H]3O[C@H](CO)[C@H](O)[C@H](O)[C@H]3O)[nH]c2c1	-30%	4%	4%	-10%	-4%	2%	-0.8	-6%	0
41	Cc1oc(C(C)(C)C)cc1C(=O)NCC(=O)NCC(=O)O	-22%	7%	-11%	1%	-7%	0%	-0.2	-11%	·
42	O=C(NCc1cccnc1)NC1CC(=O)N(c2ccc3c(c2)OCCO3)C1 (stereo not given)	19%	7%	-1%	-1%	-6%	-30%	-0.1	2%	-1
43	Cc1ccc(-n2nnnc2SCC#N)cc1	0%	-3%	-13%	-14%	-5%	-21%	-2.9	0%	90
44	COC(=O)c1ccc2nc(-c3cccc(Cl)c3)c(Cc3cccc(Cl)c3)n2c1	-6%	1%	-7%	-10%	-5%	5%	-0.2	0%	0
45	O=C(COc1ccc2c3c(c(=O)oc2c1)CCCC3)NC(Cc1ccc(Cl)cc1)C(=O)O (stereo not given)	30%	-20%	-12%	-20%	-15%	0%	0.4	-4%	3
46	Cc1cc(=O)oc2c3c(cc(OCC(=O)NCCCn4ccnc4)c12)OC(C)(C)CC3	0%	-6%	-4%	0%	3%	4%	-2.7	0%	6
47	C/C=C/c1ccc(OCCCN2C(=O)NC(C)(C)C2=O)c(OC)c1	30%	2%	-3%	-3%	-2%	-1%	-1.5	-5%	·
48	Cc1oc(CC(C)C)cc1C(=O)Nc1cccc2ccccc12	17%	8%	15%	-28%	-11%	-11%	-0.5	7%	1
49	CC12COC3(C(=O)Nc4ccccc4F)CC1CCC32C (stereo not given)	-15%	4%	-2%	-1%	-10%	1%	-0.3	0%	6
50	COCC(=O)Oc1cc(-c2ccc(C)cc2C)c(OC(=O)COC)c(-c2ccc(C)cc2C)c1	22%	-12%	12%	2%	-4%	8%	-4.0	-1%	9
51	COc1ccc(-c2csc3ncnc(N4CCN(S(=O)(=O)c5cccc(Br)c5)CC4)c23)cc1	-1%	?	13%	0%	5%	-8%	-1.1	12%	9
52	C=C1C(=O)C23CCC4C(C)(C(=O)OC)CCCC4(C)C2CCC1(O)C3 (stereo not given)	·	1%	-51%[inhibitor]	?	?	?	-7.8	-61%[inhibitor]	-7
53	CCCCC(=O)c1c(C)cc(C)[nH]c1=O	9%	-2%	1%	16%	-7%	4%	0.1	-6%	0

An excerpt from above in order of number of heavy atoms, smallest number first:
No.	molecule	FUS yeast rescue	EPAC1 agonist	Abeta rescue	EPAC1 antag	PLK1 PBD inh	WRN inhibitor	IL-2 act	aSyn rescue	PI5P4K alpha inh
33	CCCCN1C[C@H](CSC)[C@@H](CC(=O)Nc2ccc(Br)cc2)C1=O	24%	-14%	-5%	-21%	-10%	4%	-2.6	?	-2
42	O=C(NCc1cccnc1)NC1CC(=O)N(c2ccc3c(c2)OCCO3)C1 (stereo not given)	19%	7%	-1%	-1%	-6%	-30%	-0.1	2%	-1
51	COc1ccc(-c2csc3ncnc(N4CCN(S(=O)(=O)c5cccc(Br)c5)CC4)c23)cc1	-1%	?	13%	0%	5%	-8%	-1.1	12%	9

Screening data (PubChem)

Hits appear at their usual frequency; overall some 4.1% were active at least once.
